# Source: PubChem BioAssay (several laboratories)
# C-LANA FP: inhibitors of KSHV C-LANA binding to DNA, primary screen, biochemical, fluorescence polarization, FAM-LBS DNA, MBP-C-LANA, single point; Kaposi's sarcoma herpesvirus LANA C-terminal domain (residues 932-1162) DNA binding; inhibition, % at 9 µM; actives 0.078% (n = 340,000); AID 504423, 2011;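 active = highest replicate inhibition at or above 60% at 9 µM, even if other replicates fall short; inactive = all replicates below 60% inhibition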;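 also: 0% = neutral control wells and 100% = 4 µM acridine orange control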
# RTF Ca sens inh: cardiac RTF calcium sensitivity inhibitors, primary screen, biochemical, IANBD-TnC fluorescence, EC70 calcium | inhibition, % at 7.15 µM | IANBD-labeled cardiac RTF, Ca2+ fluorescence | actives 0.12% (n = 340,000);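 active = inhibition above the mean inhibition of all tested compounds plus 3 SD, cut at about 17% in these data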;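 also: assay run at fixed EC70 calcium of 1.6 mM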
# NSD2 inh: NSD2 histone methyltransferase inhibitors, primary screen, biochemical, AlphaScreen, single concentration, set 2 | NSD2 peptide methylation, 120 min | inhibition, % at 12.5 µM | actives 0.54% (n = 310,000) | AID 743445, 2014; in the data active = inhibition above about 50%
# DAGLB inhibitor: DAGLB lipase inhibitors, primary screen, biochemical, fluorescence, HTS; HEK293T DAGLB membrane lysate, EnzChek fluorogenic substrate; Diacylglycerol lipase-beta (Homo sapiens), Q8NCG7; inhibition, % at 5.17 µM; actives 0.059% (n = 340,000); AID 504411, 2011; in the data active = inhibition above about 34%;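 also: 0% = enzyme with vehicle and 100% = wells lacking enzyme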
# Target sequence (Q8NCG7 whole entry, looked up): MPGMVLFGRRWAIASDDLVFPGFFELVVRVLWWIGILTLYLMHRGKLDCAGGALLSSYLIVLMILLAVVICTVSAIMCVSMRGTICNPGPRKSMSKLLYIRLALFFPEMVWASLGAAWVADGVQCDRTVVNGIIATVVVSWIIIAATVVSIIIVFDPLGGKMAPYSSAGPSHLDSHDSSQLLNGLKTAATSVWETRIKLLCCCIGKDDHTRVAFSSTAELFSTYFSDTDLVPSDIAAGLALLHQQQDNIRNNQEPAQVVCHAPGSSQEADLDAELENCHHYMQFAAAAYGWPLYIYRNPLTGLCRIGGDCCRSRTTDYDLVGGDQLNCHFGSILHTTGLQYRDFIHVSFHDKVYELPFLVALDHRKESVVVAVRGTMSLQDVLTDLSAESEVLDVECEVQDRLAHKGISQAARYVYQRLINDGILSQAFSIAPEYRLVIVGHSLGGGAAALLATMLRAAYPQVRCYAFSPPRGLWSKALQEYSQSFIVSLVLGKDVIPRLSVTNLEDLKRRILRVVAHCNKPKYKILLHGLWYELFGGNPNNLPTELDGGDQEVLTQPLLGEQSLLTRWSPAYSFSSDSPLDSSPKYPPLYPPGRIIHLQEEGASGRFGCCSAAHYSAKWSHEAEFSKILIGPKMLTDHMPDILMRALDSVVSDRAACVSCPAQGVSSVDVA
# Arr AP2 block: inhibitors of beta-arrestin/AP2 binding, primary screen, biochemical, GPCR trafficking, flow cytometry. beta-arrestin 1 C-terminal peptide binding to AP2 beta2-adaptin appendage (human). FITC-arrestin peptide / GST-AP2 beads; AP2 beta2 appendage carries R879A mutation. inhibition, % at 10 µM. actives 0.31% (n = 340,000);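 active = inhibition above a set limit, near 3 SD of compounds lacking own fluorescence, cut at about 54% in these data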;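 also: plate controls were DMSO wells for no effect and 5 µM unlabelled arrestin peptide for full effect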
#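 Assay system: GST-AP2 R879A bound to glutathione beads, E. coli-expressed; Medium: PBS with 0.05% Tween 20 and 0.1% BSA; Also added: fluorescein-tagged arrestin peptide at 50 nM final; Timing: 12 min plus 1 h, RT; Measured by: flow cytometry, FL1 (488/535 nm); Evaluation: percent drop in bead-associated FITC signal.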
# Keap1 Nrf2 FP: Keap1-Nrf2 protein-protein interaction inhibitors, primary screen, biochemical, fluorescence polarization, single point; Keap1 Kelch-Nrf2 peptide fluorescence polarization, 1536-well; Kelch-like ECH-associated protein 1 (Homo sapiens), Q14145; actives 0.15% (n = 340,000); inhibition, % at 9.4 µM; AID 504523, 2011; in the data active = inhibition above about 12%;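 also: human Keap1 Kelch domain with fluorescein labeled Nrf2 9mer peptide probe; 0% = neutral control wells and 100% = peptide positive control; higher means more block of Keap1 binding to Nrf2 peptide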
# Pemphigus Ab inh: inhibitors of pemphigus antibody binding to DSG3, primary screen, biochemical, bead-based, flow cytometry, scFv-GFP | Desmoglein-3 (Homo sapiens), P32926 | DSG3-coupled beads, scFv-anti-DSG3-GFP binding; hits give low values | binding (percent of control), % at 10 µM | actives 0.48% (n = 310,000) | AID 588358, 2011;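 active = binding more than 3 SD below its plate's average and above zero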;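 also: hits lower antibody fragment binding to DSG3; some compounds called inactive have numbers as strong as hits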
# V-ATPase pH: regulators of yeast V-ATPase proton pumping, primary screen, pHLuorin cytosolic pH fluorescence; S. cerevisiae; response, % at 10 µM; actives 0.37% (n = 350,000); in the data active = response mostly above about 7.3%, no sharp cut-off; inactive = mostly below about 5.4%; also: actives read high; inactives centre near 0; some compounds called inactive have numbers as strong as hits; reference of the scale not given here
# CAL PDZ FP-1: untagged CAL PDZ binding inhibitors, primary screen, biochemical, fluorescence polarization, HTS. purified CAL PDZ, TMR-peptide fluorescence polarization, 1 h. inhibition, % at 24.9 µM. actives 0.92% (n = 300,000). AID 602252, 2012;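 active = mean inhibition of at least 30% with at least half of replicates also reaching 30%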;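 also: 0% = DMSO neutral control and 100% = excess unlabeled competitor peptide PRC23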
# CAL PDZ FP-2: CAL PDZ peptide-binding inhibitors, primary screen, biochemical, fluorescence polarization, Cer-tagged CAL PDZ, HTS | Golgi-associated PDZ and coiled-coil motif-containing protein (Homo sapiens), Q9HD26 | purified CAL PDZ, TMR-peptide fluorescence polarization, 1 h | inhibition, % at 20 µM | actives 0.02% (n = 330,000) | AID 504414, 2011;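 active = highest replicate inhibition of at least 40%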;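 also: plate controls were DMSO neutral control wells for no effect and unlabeled competitor peptide control wells for full effect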
#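 System: tagged CAL PDZ domain. Schedule: 1 h room-temperature incubation prior to read. Signal: fluorescence polarization (mP). Measure: percent inhibition from loss of millipolarization.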
# * marks the source's active call; other numbers are inactive results; . = no result given.
SMILES,C-LANA FP,RTF Ca sens inh,NSD2 inh,DAGLB inhibitor,Arr AP2 block,Keap1 Nrf2 FP,Pemphigus Ab inh,V-ATPase pH,CAL PDZ FP-1,CAL PDZ FP-2
COc1cc(S(=O)(=O)Nc2ccc(C(=O)NCC(=O)O)cc2)ccc1NC(C)=O,-2.2,-9,0,2,0,0,107,-1,68*,12
C/C(=N\Nc1nc(-c2ccccc2)cs1)c1cccs1,2.2,-2,1,2,17,-1,109,1,.,-1.5
O=C(Nc1ccsc1C(=O)NC1CC1)c1ccccc1,-1.1,-5,-4,-3,12,0,.,-6,-4,-1.1
CC1CCCN(Cc2nc3c(c(=O)n(C)c(=O)n3C)n2Cc2c(F)cccc2Cl)C1 (configuration not stated),1.1,4,.,-2,-5,1,88,-2,.,-0.7
O=S(=O)(NCc1ccccc1)c1ccc(-c2cnc(C3CC3)o2)cc1,1.7,-8,-3,-1,2,-5,107,-3,-2,-2.4
CCc1ccc2c(c1)C(=O)C(=O)N2CCS(=O)(=O)c1ccccc1,-0.9,-1,2,0,-7,-3,104,-3,-2,-2.1
CCC(=O)N(NC1=NS(=O)(=O)c2ccccc21)S(=O)(=O)c1ccc(C)cc1,-0.7,4,-11,1,0,-1,103,-3,.,-0.2
COc1ccc(-c2nc3ccccc3c(=O)n2N)cc1,0.8,-1,0,-1,0,1,96,1,-2,0.4
O=C(CSc1ccc([N+](=O)[O-])cc1)NNC(=O)c1ccccc1F,-1.2,-10,3,-2,1,-4,109,3,-2,0.5
COc1cc(NC(=O)COc2ccccc2)c(OC)cc1NC(C)=O,-7.5,3,-1,2,60*,0,108,1,.,-0.2
O=C(CCCc1c[nH]c2ccccc12)N1CCCCCC1,0.4,-10,1,1,3,-2,101,-2,-1,-0.2
CNC(=S)N(CCO)Cc1cc2cc3c(cc2[nH]c1=O)OCO3,0.5,-4,5,2,10,-1,105,-3,-2,-1.2
O=c1cc(C(F)(F)F)[nH]c2ccccc12,-4.2,-3,-4,0,-4,-3,112,-1,-5,-1.1
COc1ccc(C(=O)CC(=O)C(=O)Nc2c(C)cccc2C)cc1,1.9,0,5,2,5,-7,116,4,-4,0.3
O=C(CCn1c(=O)c2ccccc2n(CC(=O)NC2CCCC2)c1=O)NCCc1ccc(Cl)cc1,1.9,2,-3,0,-15,6,.,1,-6,0.4
Cc1ccc2nc(SCc3nnc(-c4cccs4)o3)[nH]c2c1,2.1,-8,9,-2,-4,-4,102,-2,-2,-2.6
COc1ccc(CNC(=O)CN(C)Cc2ccccc2F)cc1OC,-0.4,6,0,-1,27,-3,106,-2,-2,-2.7
CCC(C)[C@H](NC(=O)NC1CCCc2ccccc21)C(=O)OC (some centres not stated),0.8,3,6,1,8,-2,.,-1,-3,-1.2
O=c1[nH]c(/C=C/c2ccccc2F)nc2ccccc12,-1.2,-2,1,-3,13,3,95,0,1,15
CC(=O)COc1ncn(-c2ccccc2)n1,-2.0,-2,1,3,-3,-4,111,2,1,.
COc1ccc(-c2ccc3oc(-c4ccsc4)cc3c2)cc1,-1.5,1,.,3,0,-2,102,8,-3,3.9
CCOc1cc(C)cc2oc(=O)cc(-c3ccccc3)c12,1.8,-10,-1,-9,6,-1,104,3,-4,-2.9
COc1ccc2c(c1)c(=O)oc1cc(OCC(=O)N3CCC(C)CC3)ccc12,-0.5,-2,.,1,-6,2,100,0,.,-0.3
Cc1cccc(Nc2ncnc3onc(-c4cccc(Cl)c4)c23)c1C,-0.2,-2,.,-6,-7,0,106,1,-1,-1.4
O=C(Nc1nccs1)C1C2CC3OC(=O)C1C3C2 (configuration not stated),-0.2,-3,-1,-1,-3,3,.,-3,-1,-0.8
# Continuation.
SMILES,C-LANA FP,RTF Ca sens inh,NSD2 inh,DAGLB inhibitor,Arr AP2 block,Keap1 Nrf2 FP,Pemphigus Ab inh,V-ATPase pH,CAL PDZ FP-1,CAL PDZ FP-2
Cc1cc2c(cc1C)N(C(=O)CSc1nncn1C)C(C)(C)c1ssc(=S)c1-2,1.5,-1,17,28,6,0,.,-5,2,-0.8
COc1ccccc1CCN=C(N)NS(=O)(=O)c1ccc(C)c(C)c1,-0.5,-4,0,-5,-2,3,109,0,-6,-2.5
CC1=C(C(=O)c2ccccc2)C(c2cccc([N+](=O)[O-])c2)NC(=S)N1 (configuration not stated),-1.2,4,2,-1,3,-3,106,1,6,0.5
COc1cc(/C=C/C2=CC(C)(C)NC(=S)N2)cc(OC)c1OC,-0.4,-8,1,2,-2,-5,148,.,-3,-1.6
CC(C)Oc1cccc(C(=O)C2CCCN(Cc3cnc(N4CCOCC4)s3)C2)c1 (configuration not stated),0.2,14,8,-3,29,0,107,-1,-2,0.6
O=C(O)Cc1csc(NC(=O)c2ccco2)n1,0.2,3,2,-3,25,3,101,-1,.,0.0
O=C(OCC1COc2ccccc2O1)c1ccccc1F (configuration not stated),0.2,-4,-4,-17,-3,-2,101,5,-2,-0.8
CCCCN1CC(C)(C)Oc2cccc(F)c2S1(=O)=O,-0.5,3,.,-4,-8,-4,100,1,-4,-0.9
CC1CCc2cc(F)ccc2N1C(=O)c1ccc2c(c1)OCO2 (configuration not stated),0.0,12,.,-3,-1,1,101,6,-2,-4.6
CC(=O)Nc1ccc2nc(NC(=O)COc3ccc([N+](=O)[O-])cc3)sc2c1,0.0,2,-2,2,-4,1,99,3,.,-0.3
CCOc1ccc(C2/C(=C(/O)c3ccc(OC)cc3)C(=O)C(=O)N2c2cc(C)on2)cc1OC (configuration not stated),3.1,10,-2,0,7,3,108,-3,-6,-3.0
NC1=NC(=O)C(Cc2ccc(Br)cc2)S1 (configuration not stated),0.3,-1,-4,-1,-1,-2,104,2,-1,-2.9
C=C(CC1([C@@H](NP(=O)(c2ccccc2)c2ccccc2)[C@H]2C[C@@H]2CCCC)CC1)c1ccccc1,11,-12,.,-10,10,-1,104,5,-3,-0.4
O=C(N/N=C/c1c[nH]c2ccccc12)C1COc2ccccc2O1 (configuration not stated),-0.1,-1,-3,2,-9,6,99,2,-3,-0.6
COc1ccc(-c2cn3cccnc3n2)cc1NC(=O)c1cc(OC)c(OC)c(OC)c1,-0.1,-2,-5,-1,13,0,87,0,-11,-4.5
Cc1cc(NS(=O)(=O)c2ccc(NC(=O)COc3ccc(Cl)cc3Cl)cc2)no1,-2.1,-8,.,3,4,-1,115,-4,-2,-3.0
CCN(C(=O)Cn1c(=O)n(Cc2ccccc2)c(=O)c2ccccc21)c1cccc(C)c1,0.3,-14,8,-7,19,1,77,-3,-4,-0.7
Cc1ccc(C(C)C)c(OCC(=O)Nc2ccc(N3CCN(S(C)(=O)=O)CC3)cc2)c1,2.1,-3,-5,2,0,-6,53*,-2,-3,-1.9
COC(=O)c1cn(CC(=O)NC2CCCCCC2)c2ccccc12,0.1,-6,0,1,19,-2,107,2,3,0.0
C=CC[C@@H](CC(=O)N(CCO)Cc1ccccc1)C(=O)N[C@@H](COC(=O)[C@@H](CC=C)Cc1ccc(F)cc1)Cc1c[nH]c2ccccc12,0.3,3,.,1,.,0,109,3,0,-0.4
CC(C)n1c(SCC(=O)N2c3ccccc3Sc3ccccc32)nc2c1c(=O)n(C)c(=O)n2C,0.8,0,0,0,-1,0,87,0,-1,-1.7
O=C(CCn1nnc2ccccc21)Nc1nnc(Cc2ccccc2)s1,1.2,-5,0,4,-10,-6,.,2,7,-1.9
NC(=O)N/N=C/c1cc(F)cc(F)c1,0.3,-3,21,1,3,-3,114,1,.,0.2
OC(CNCc1ccc(Cl)cc1)C(F)(F)F (configuration not stated),2.6,-17,3,-1,-19,-5,104,3,0,-11
COc1ccc(OC)c(N(CC(=O)NCCSC2CCCCC2)S(=O)(=O)c2ccccc2)c1,-0.2,1,-1,-2,3,0,104,-2,-2,1.3

# Compound profiles (already shown).
# `O=C(O)Cc1csc(NC(=O)c2ccco2)n1` across the screens: C-LANA FP = 0.2; RTF Ca sens inh = 3; NSD2 inh = 2; DAGLB inhibitor = -3; Arr AP2 block = 25; Keap1 Nrf2 FP = 3; Pemphigus Ab inh = 101; V-ATPase pH = -1; CAL PDZ FP-1 = .; CAL PDZ FP-2 = 0.0
# `CC(C)n1c(SCC(=O)N2c3ccccc3Sc3ccccc32)nc2c1c(=O)n(C)c(=O)n2C` across the screens: C-LANA FP = 0.8; RTF Ca sens inh = 0; NSD2 inh = 0; DAGLB inhibitor = 0; Arr AP2 block = -1; Keap1 Nrf2 FP = 0; Pemphigus Ab inh = 87; V-ATPase pH = 0; CAL PDZ FP-1 = -1; CAL PDZ FP-2 = -1.7

# Next part
SMILES,C-LANA FP,RTF Ca sens inh,NSD2 inh,DAGLB inhibitor,Arr AP2 block,Keap1 Nrf2 FP,Pemphigus Ab inh,V-ATPase pH,CAL PDZ FP-1,CAL PDZ FP-2
CC(C)C(OC(=O)c1ccco1)C(=O)NCc1cccs1 (configuration not stated),-1.0,-4,-4,2,20,-2,106,4,2,-0.2
COc1cc2c(cc1OC)C(C)N(S(=O)(=O)c1cn(C)c(C)n1)CC2 (configuration not stated),.,.,0,.,3,.,108,6,.,.
CC1c2cc3c(cc2CCN1C(=O)c1ccc(Cl)cc1)OCCCO3 (configuration not stated),1.2,-2,23,-6,20,-7,.,-5,-5,-1.3
CC(C)C(=O)O/N=C1\CCS(=O)(=O)c2sccc21,5.1,-6,-1,3,18,0,100,5,3,0.2
CCOC(=O)C1=C(C)NC(=O)C1(NC(=O)c1cccnc1)C(F)(F)F (configuration not stated),2.9,-5,-4,0,-2,-1,125,-6,-3,-2.5
CC(C)N1C(=O)C(=O)N(CC(=O)N2c3ccccc3CC2C)C1=O (configuration not stated),.,.,-7,-2,.,.,102,-1,.,.
Cc1cc(Nc2ccccc2)n(-c2nc3ccccc3[nH]2)n1,1.1,15,2,-5,21,6,.,4,-2,-0.1
COc1ccc(CC2C(=O)NC(C)C(=O)N(C)C3Cc4ccc(cc4)Oc4cc(ccc4O)CC(C(=O)NC(C)C(=O)NC(C)C(=O)N2C)N(C)C3=O)cc1 (configuration not stated),-1.8,-9,-4,0,-14,-1,84,3,-3,0.0
CCC(=O)Nc1cc(C(=O)O)ccc1Sc1ccccc1,0.9,-4,-2,0,-7,-3,99,-3,-4,-6.0
CCCn1nnnc1NCc1cccc(Cl)c1,2.2,0,-2,-1,10,1,112,-2,80*,-6.6
Cc1ccc(CN2CCN(C(=O)CC(C)C)CC2)cc1,0.5,3,-2,-3,46,-4,120,-2,-2,-0.7

# Only part of the results is shown; count on the stated rates, not on these rows.
